Jurkat NFkB inh: inhibitors of the PMA/ionomycin-induced NF-kB reporter in Jurkat cells. PMA/ionomycin-induced NF-kB luciferase reporter, luminescence. inhibition, % at 4 µM. actives 0.53% (n = 330,000). AID 435003; in the data active = inhibition above about 50%
UBC13 inh: inhibitors of human UBC13 polyubiquitin chain formation. P61088. TR-FRET. inhibition, % at 20 µM. actives 0.47% (n = 330,000). AID 485273; in the data active = inhibition above about 45%, passing the limit was not always enough
Target sequence (P61088 whole entry, looked up): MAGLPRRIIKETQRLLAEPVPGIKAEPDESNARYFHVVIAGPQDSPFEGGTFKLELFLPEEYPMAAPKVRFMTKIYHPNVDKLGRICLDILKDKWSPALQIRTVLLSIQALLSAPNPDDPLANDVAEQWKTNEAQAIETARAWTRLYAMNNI
EBI2 block: blocks human EBI2 receptor beta-arrestin signaling | inhibition, % at 5 µM | EBI2 beta-arrestin recruitment, luminescence, 7a,25-OHC stimulated | actives 0.81% (n = 360,000); in the data active = inhibition above about 38%;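 note: enzyme fragment complementation signal reports receptor beta-arrestin coupling in cells; 0% = agonist plus DMSO wells and 100% = wells without agonist; some results beyond the cut were filed as inactive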
Target sequence (P32249 whole entry, looked up, the tested form may be a part): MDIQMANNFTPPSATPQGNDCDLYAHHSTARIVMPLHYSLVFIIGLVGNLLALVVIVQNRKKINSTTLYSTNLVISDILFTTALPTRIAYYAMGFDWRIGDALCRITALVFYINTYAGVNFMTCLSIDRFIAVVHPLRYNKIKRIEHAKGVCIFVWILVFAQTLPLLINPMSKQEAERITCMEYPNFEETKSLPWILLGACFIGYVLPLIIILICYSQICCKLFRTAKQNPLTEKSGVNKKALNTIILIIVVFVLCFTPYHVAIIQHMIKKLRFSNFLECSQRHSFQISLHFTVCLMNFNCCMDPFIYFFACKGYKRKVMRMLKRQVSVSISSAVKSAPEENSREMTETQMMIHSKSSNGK
697 NFkB inh: inhibitors of the PMA/ionomycin-induced NF-kB reporter in 697 B cells | inhibition, % at 4 µM | 697 B-cell NF-kB luciferase reporter, 16 h | AID 435022 | actives 0.33% (n = 330,000); in the data active = inhibition above about 35%
APJ antagonist: antagonists of human APJ apelin receptor; P35414; CHO-K1 APJ beta-arrestin complementation, luminescence; inhibition, % at 20 µM; actives 0.32% (n = 330,000);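 active = inhibition above about 40% at 20 µM, limit read from the data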;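 note: cells challenged with 10 nM apelin-13 agonist together with compound; plate controls were apelin-13 plus DMSO wells for no effect and DMSO wells lacking apelin-13 for full effect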
CCR6 antagonist: antagonists of human CCR6 receptor; P51684; CHO-K1 CCR6 PathHunter beta-arrestin, luminescence, CCL20-stimulated; inhibition, % at 20 µM; actives 0.49% (n = 340,000);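 active = compounds whose inhibition of the agonist-driven luminescence signal at 20 µM reaches about 50%, limit read from the data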;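 note: cells stimulated with CCL20 at 14 nM final; plate controls were DMSO with CCL20 for no effect and DMSO without agonist for full effect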
Gli-Sufu block: antagonists of Gli-Sufu signaling; Sufu-KO-LIGHT fibroblasts, Gli luciferase reporter luminescence; inhibition, % at 5 µM; actives 0.74% (n = 340,000);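 active = inhibition above about 55%, limit read from the data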;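 note: 0% = DMSO-treated cells and 100% = wells with medium but no cells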
CXCR6 inh: CXCR6 (human) receptor inhibition; O00574; inhibition, % at 20 µM; actives 0.36% (n = 360,000); CHO-K1 PathHunter CXCR6 beta-arrestin, luminescence; in the data active = inhibition above about 34%, passing the limit was not always enough;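 note: antagonist mode with CXCL16 agonist at 10 nM final; 0% = 10 nM CXCL16 with DMSO and 100% = unstimulated wells without agonist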
Target sequence (O00574 whole entry, looked up): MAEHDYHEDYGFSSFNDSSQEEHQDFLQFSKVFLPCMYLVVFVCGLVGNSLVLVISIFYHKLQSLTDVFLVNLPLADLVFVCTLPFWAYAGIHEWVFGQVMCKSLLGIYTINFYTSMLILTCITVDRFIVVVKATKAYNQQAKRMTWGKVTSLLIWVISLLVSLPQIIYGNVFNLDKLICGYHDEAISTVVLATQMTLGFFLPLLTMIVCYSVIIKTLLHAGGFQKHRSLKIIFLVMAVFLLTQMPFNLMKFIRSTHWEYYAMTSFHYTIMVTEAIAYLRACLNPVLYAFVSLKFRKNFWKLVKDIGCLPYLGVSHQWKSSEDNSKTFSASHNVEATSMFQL
The depositor's hits bear a star; . = no result given.

SMILES	Jurkat NFkB inh	UBC13 inh	EBI2 block	697 NFkB inh	APJ antagonist	CCR6 antagonist	Gli-Sufu block	CXCR6 inh
O=C(NCc1ccc2c(c1)OCO2)c1ccc(=O)[nH]c1	1	5	-3	19	16	9	-6	4
Cc1ccc(C(=O)N/N=C/c2cn(Cc3ccccc3)c3ccccc23)cn1	3	-5	-11	-32	11	-1	-14	8
c1cc2nncn2nc1N1CCCC1	-5	-14	6	2	-4	6	-10	9
CCN(CC)CCCC(C)NC(=O)c1ccc(C(F)(F)F)cc1 (stereo unspecified)	-4	9	-2	9	-9	1	10	-3
O=C(O)CCC1(C(=O)O)OCCc2ccccc21 (stereo unspecified)	6	6	-1	13	17	5	1	-6
CC(=O)c1ccc(NC(=O)c2cc(=O)[nH]c3ccccc23)cc1	11	1	0	5	12	-8	19	-8
Cc1ccccc1-c1cccc([C@@H]2C[C@H]3CN(Cc4cccnc4)C(=O)[C@]34CCCN24)c1	4	-1	0	-1	13	-2	24	1
O=C(CN1C(=O)CSc2ccc(C(F)(F)F)cc21)Nc1ccccc1	-11	-5	17	-31	-25	7	7	-8
CCCN1C2CCCC1CC(NC(=S)Nc1cccc(C)c1C)C2 (stereo unspecified)	-17	-15	0	-47	1	4	10	4
COCCn1c(SCC(=O)Nc2ccc(C(C)=O)cc2)nnc1-c1ccco1	4	1	-3	0	11	13	.	1
CN(C)C(=O)CCC(=O)N1CCCC(C(=O)c2ccc(C(F)(F)F)cc2)C1 (stereo unspecified)	15	3	2	11	18	-8	.	0
O=C(Nc1cccc(C(F)(F)F)c1)C1CCN(S(=O)(=O)c2cccnc2)CC1	7	-1	-4	-7	-2	-5	-2	-10
CCOC(=O)c1c(NC(=O)COC(=O)Cn2cnc3ccccc32)sc(C)c1C	-43	-1	-4	10	0	-6	3	2
CC(C)OC(=O)CCNc1n[nH]c(=O)[nH]c1=O	-15	3	1	-1	-7	8	-21	3
COC(=O)c1ccccc1NC(=O)c1cc(C)no1	-14	6	-8	10	13	11	4	0
CCOc1cc(CNCCc2ccc(S(N)(=O)=O)cc2)cc(Cl)c1OCc1ccccc1	36	22	-5	-38	-3	3	46	-11
CCn1nnnc1SCC(=O)NC1CCCC1	-8	6	3	15	4	6	-4	14
Cc1cc(C)cc(N(CC(=O)NC2CCCC2)S(=O)(=O)c2c(C)[nH]c(=O)[nH]c2=O)c1	5	14	-3	21	7	6	6	4
NC(=O)C1=C[C@H](c2coc3ccccc3c2=O)C[C@H](OCc2ccc(CO)cc2)O1	3	10	-9	18	-1	12	-1	2
CCCC(=O)Nc1ccc(C(=O)n2ccc(C)n2)cc1	-3	2	4	15	-9	-1	4	8
CCN(CC)C(=O)CN1C(=O)C2(OCC(C)(c3ccccc3)CO2)c2ccccc21 (stereo unspecified)	-19	2	-2	-24	3	-7	3	16
CN(C)CCNC(=O)c1cc2sc3ccccc3c2s1	-20	19	6	6	1	16	-5	3
COc1ccc(CNC(=O)C(C)OC(=O)c2cccc(N(C)C)c2)cc1 (stereo unspecified)	19	21	7	16	7	-3	4	-4
Cc1ccc(/C=C/S(=O)(=O)N2CCC(C(=O)O)CC2)cc1	-11	-17	-15	-3	-2	7	4	-6
Cc1csc(SCc2nnc(-c3ccc(Cl)cc3)o2)n1	-60	9	16	-107	5	-7	-44	-2
N#Cc1cc(-c2ccccc2)oc1NC(=O)c1ccco1	-3	2	2	4	-5	14	2	2
CCOC(=O)c1ccc(Nc2cc3ccccc3c(=O)[nH]2)cc1	-21	-38	-16	-18	-18	3	3	-6
COC(=O)c1cc2oc3ccccc3c2n1CC(=O)N1CCCc2ccccc21	12	12	29	8	11	13	6	5
CC(C)C(=O)NC(=S)Nc1ccccc1N1CCN(C(=O)c2ccccc2)CC1	-1	15	-8	9	-13	1	25	-5
Cc1ccccc1CN1CCN(c2nc3ccccc3s2)CC1	-109	6	2	-174	4	16	-75	4
Cc1ccc(C(=O)c2cc3c(cc2[N+](=O)[O-])OCCO3)cc1	-4	-2	2	7	-9	21	-6	-2
S=C(Nc1cccc2ccccc12)Nc1cccc2ccccc12	.	.	-22	.	.	7	-6	-12
Cc1ccc(C2N(C)C(=O)c3ccccc3N2C)cc1 (stereo unspecified)	-19	11	-14	-1	-11	-4	11	-3
Cc1ccc(-c2nc(C=Nc3ccc(O)cc3)c(O)o2)cc1	.	.	22	.	.	21	24	7
CC(C)C(C)NC(=O)COc1ccc(Sc2ccc(OCC(=O)NC(C)C(C)C)cc2)cc1 (stereo unspecified)	12	9	39	4	-7	9	19	1
Cc1ccc(C2=NN(C(=O)CCC(=O)O)C(c3cccs3)C2)cc1 (stereo unspecified)	-4	11	0	4	-7	5	-3	4
CC1CC1C(=O)OCC(=O)Nc1ccc(N=Nc2ccccc2)cc1 (stereo unspecified)	-140	3	0	-64	1	32	-96	14
Cc1ccc(-c2csc(NC(=O)C[n+]3cc(-c4ccccc4)n4c3CCC4)n2)cc1	13	45	3	-24	19	-13	32	-4
CCN(CC)C(=O)c1[nH]cnc1C(=O)N[C@@H](C)C(=O)OC(C)(C)C	1	3	-5	10	-83	8	-13	-5
COc1ccccc1NS(=O)(=O)c1ccc(O)c(C(=O)OCC(=O)Nc2ccccc2F)c1	-4	1	3	8	-4	3	-2	2
CC1CCN(CCOc2ccc(C(=O)c3ccccc3)cc2)CC1	-17	2	-11	-22	-18	10	1	4
COc1ccc(/C=N/NC(=O)c2ccc(Cn3cc([N+](=O)[O-])cn3)o2)cc1O	9	-6	-1	12	0	4	9	3
Cc1ccc(C2=CC(c3ccccc3)n3ncnc3N2)c(C)c1 (stereo unspecified)	11	11	8	-5	19	15	-4	1
Nc1n[nH]c(CO)n1	.	.	-11	.	.	-5	-6	-8
Cc1ccc(CNC(=O)c2ccccc2SCC(=O)NCC2CCCCC2)cc1	12	2	4	13	-7	6	3	0
CNC(=O)C1CC(=O)N(c2ccc(OCC(=O)Nc3ccc(OC)cc3)cc2)C1 (stereo unspecified)	-3	11	3	4	14	5	.	-7
FC(F)(F)c1cnc(/C=C/Nc2ccccc2Cl)c(Cl)c1	6	1	3	8	11	0	26	-1
COc1ccc(C(=O)C2CCCN(Cc3ccc4nonc4c3)C2)cc1OC (stereo unspecified)	7	-2	12	8	9	6	25	-5
CC12COC3(C(=O)Nc4ccc(F)cc4)CC1CCC32C (stereo unspecified)	4	-1	-3	16	0	-2	0	-10
CC(=O)N1CCN(CC(=O)Nc2ccc(C)c(F)c2)CC1	-7	5	-2	5	13	2	1	-4

Further entries follow.
SMILES	Jurkat NFkB inh	UBC13 inh	EBI2 block	697 NFkB inh	APJ antagonist	CCR6 antagonist	Gli-Sufu block	CXCR6 inh
CCOC(=O)NC(=O)CSc1nc(C)cc(C)c1C#N	-51	8	-1	-54	6	4	-74	3
C#CCOCCOCCOCCNc1nc(N2CCN(C(=O)CCCCCCCCCCNC(=O)[C@H](CO)n3cc(CCCSC)nn3)CC2)nc(N2CCN(C(=O)CCCCCCCCCCNC(=O)[C@H](CCCN=C(N)N)n3cc(C[C@@H](C)CC)nn3)CC2)n1	5	122*	-8	-1	14	-11	-1	-8
CN(C(=O)c1ccccn1)c1nnc(-c2cccnc2)s1	-2	-4	6	11	-9	-10	-7	-7
CCN(C(=O)CSc1nc2nc(C)cc(C)n2n1)c1cccc(C)c1	10	-15	-12	11	17	-3	8	-2
COc1ccc(/C=N/NC(=O)c2cnccn2)cc1O	-18	0	-7	-37	12	15	-12	-9
CC(C)NC(=O)COc1ccc(/C=N/NS(=O)(=O)c2ccccc2)cc1	5	0	-5	6	-18	-15	-1	0
COC(=O)c1ccc(C(=O)OC)c(NC(=S)N2CCCC(CO)C2)c1 (stereo unspecified)	3	16	-9	26	-5	5	22	3
COc1ccc(Oc2coc3cc(O)ccc3c2=O)cc1	-3	5	-9	-14	-2	-7	.	-4
COc1ccc(CN2CC(=O)N(c3ccc(C)cc3C)C2=S)cc1OC	3	-5	-1	-6	-28	2	7	2
CSC(=NC#N)N1CCN(c2ccc([N+](=O)[O-])cc2)CC1	-17	-12	8	-5	-7	8	-3	11
COc1ccc([N+](=O)[O-])cc1NC(=O)CSc1ccc2ccccc2c1	9	-16	36	-28	-6	18	28	1
CCOC(=O)c1cc2c(C)[nH]c(C)c2cc(C(=O)OCC)c1=O	-2	-8	-7	20	-40	-2	3	-16
N#CCC(=O)Nc1ccc(C(=O)OCC(=O)NC(=O)NCc2ccco2)cc1	-8	-3	1	20	-5	6	-2	-1
COc1cc(C(=O)O/N=C2\C=CC(=O)C(C)=C2)cc(OC)c1OC	26	4	14	-16	-2	37	11	9
COc1ccc(C2=NN(c3nc(C(=O)O)cs3)C(O)(C(F)(F)F)C2)c(OC)c1 (stereo unspecified)	-9	1	0	-11	-3	-9	0	4
Cc1ccc(NC(=O)C(C)N2C(=O)c3ccccc3S2(=O)=O)cc1Cl (stereo unspecified)	-1	1	10	4	18	8	2	0
CNC(=O)C(=O)Nc1cc2c3c(c1)C(C)C(=O)N3CCC2 (stereo unspecified)	3	3	10	9	9	8	-11	2
Cc1ccc(NC(=O)CN(C)C(=O)C(C)N2CCN(Cc3ccccc3C)CC2)cc1 (stereo unspecified)	-10	-1	-16	14	16	13	12	2
CN(C)c1ccc(CNCC2CCCO2)cc1 (stereo unspecified)	4	6	-3	9	12	5	16	-5
O=C(NN=C1CCCC1)c1cc(-c2ccccc2)n[nH]1	20	-19	-5	-1	-15	2	-11	-10

Arranged by formula weight (largest number first): part of the list above
SMILES	Jurkat NFkB inh	UBC13 inh	EBI2 block	697 NFkB inh	APJ antagonist	CCR6 antagonist	Gli-Sufu block	CXCR6 inh
Cc1ccc(NC(=O)CN(C)C(=O)C(C)N2CCN(Cc3ccccc3C)CC2)cc1 (stereo unspecified)	-10	-1	-16	14	16	13	12	2
COc1ccc(C2=NN(c3nc(C(=O)O)cs3)C(O)(C(F)(F)F)C2)c(OC)c1 (stereo unspecified)	-9	1	0	-11	-3	-9	0	4
N#CCC(=O)Nc1ccc(C(=O)OCC(=O)NC(=O)NCc2ccco2)cc1	-8	-3	1	20	-5	6	-2	-1
COc1ccc([N+](=O)[O-])cc1NC(=O)CSc1ccc2ccccc2c1	9	-16	36	-28	-6	18	28	1

Part of the list above, limited to Gli-Sufu block.
molecule	Gli-Sufu block
O=C(NN=C1CCCC1)c1cc(-c2ccccc2)n[nH]1	-11
Cc1ccc(NC(=O)CN(C)C(=O)C(C)N2CCN(Cc3ccccc3C)CC2)cc1 (stereo unspecified)	12
CNC(=O)C(=O)Nc1cc2c3c(c1)C(C)C(=O)N3CCC2 (stereo unspecified)	-11

(listing goes on)
SMILES	Jurkat NFkB inh	UBC13 inh	EBI2 block	697 NFkB inh	APJ antagonist	CCR6 antagonist	Gli-Sufu block	CXCR6 inh
Cc1ccc(C)c(-c2ccc(=O)n(Cc3c(F)cccc3Cl)n2)c1	-3	3	28	-8	10	14	2	0
NC(=O)COC(=O)c1ccc(NS(=O)(=O)c2ccc3c(c2)OCCO3)cc1	13	-9	-8	5	8	5	9	-2
CCN(CC)C(=O)N1CCN(C(=O)N2CCOCC2)CC1	2	0	-7	9	9	7	7	-2
Cc1cc(-n2c(C)cc(C(=O)CSc3nnc4sc5ccccc5n34)c2C)no1	-1	0	-11	1	9	14	1	7
CCSC1=N/C(=C\c2ccc(-c3ccccc3[N+](=O)[O-])o2)C(=O)S1	-10	-78	2	7	-20	25	4	11
Cc1cc(NC(=O)c2cc3ccccc3o2)cc(C)c1OCC(=O)N1CCOCC1	1	-4	4	13	13	1	-16	6
COc1ccccc1NC(=O)CCSc1nnc(-c2ccco2)o1	-1	15	-5	-13	0	-1	-4	-2
COC(=O)c1[nH]c2ccccc2c1NS(=O)(=O)c1ccc(F)c(C)c1	3	4	5	3	-3	-8	-1	-1
COCCN(Cc1cc2cc3c(cc2nc1Cl)OCO3)C(=O)Nc1ccc(F)cc1	15	5	6	-36	10	12	33	0
COc1ccccc1N(C1=NCCCS1)S(=O)(=O)c1ccc(C(C)(C)C)cc1	10	8	-4	19	-2	7	13	8
CCOC(=O)c1nnn2c3ccccc3c(=O)n(C)c12	9	5	-16	18	6	6	3	-3
COC(=O)c1cn(C(=O)c2ccccc2)c2ccccc12	1	-4	-7	2	1	-6	-1	13
Cc1ccc(C(=O)NC(=S)NNC(=O)CC#N)cc1	-8	-7	-1	-18	-4	-9	-7	-5

From PubChem BioAssay

Hits appear at their usual frequency (roughly 3% active in at least one column).
